# PrPC surface inh: cell surface PrPC inhibition, primary TR-FRET screen. TR-FRET read-out. hit rate 0.43% among 370,000. inhibition, % at 13.8 µM. AID 720596; in the data active means inhibition above about 24%; further: 0% = median of the test wells and 100% = reference compound wells
# CCHFV vOTU inh: blocks the CCHF virus ovarian tumor domain protease. CCHFV vOTU protease, Pep-AMC fluorescence. inhibition, % at 11.5 µM. hit rate 0.55% among 370,000; further: 0% = vehicle wells with enzyme and 100% = no enzyme wells
# BioA inh: inhibitors of Mycobacterium tuberculosis BioA enzyme. purified M. tuberculosis BioA enzyme, plate reader. AID 602481. hit rate 0.096% among 360,000. inhibition, % at 9.99 µM; in the data active means inhibition above about 40%; inconclusive means no clear call, values can overlap the other calls
# FBA Mtb inh: inhibits M. tuberculosis FBA enzyme; hit rate 2.3% among 360,000; inhibition, % at 1 µM; purified M. tuberculosis FBA, fluorescence read-out; P9WQA3; in the data active means inhibition above about 27%;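 further: 0% = vehicle and 100% = reference inhibitor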
# Target sequence (P9WQA3 whole entry, looked up): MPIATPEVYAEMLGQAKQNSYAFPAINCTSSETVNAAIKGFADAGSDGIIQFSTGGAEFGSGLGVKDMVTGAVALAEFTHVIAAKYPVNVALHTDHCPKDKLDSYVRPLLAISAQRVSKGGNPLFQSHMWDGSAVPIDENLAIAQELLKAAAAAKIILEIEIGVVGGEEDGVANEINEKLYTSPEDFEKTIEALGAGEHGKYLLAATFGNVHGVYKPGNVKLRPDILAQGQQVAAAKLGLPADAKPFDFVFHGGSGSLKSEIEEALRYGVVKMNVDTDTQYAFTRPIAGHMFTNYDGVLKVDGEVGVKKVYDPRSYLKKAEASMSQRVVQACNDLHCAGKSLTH
# BoNT-F LC inh: BoNT F light chain protease inhibition; Multiplex microsphere protease cleavage assay, flow cytometry; hit rate 0.22% among 360,000; inhibition, % at 10 µM; in the data active means inhibition above about 35%, passing the limit was not always enough; inconclusive means no clear call, values can overlap the other calls; further: plate controls were buffer without enzyme for full effect and enzyme alone for no effect
# BoNT-A LC inh2: inhibitors of Botulinum neurotoxin A light chain protease | multiplex microsphere protease substrate cleavage, flow cytometry | inhibition, % at 10 µM | hit rate 0.17% among 360,000; in the data active means inhibition above about 30%; inconclusive means no clear call, values can overlap the other calls; further: plate controls were buffer without enzyme for full effect and enzyme alone for no effect
# UGM FP inh: inhibitors of M. tuberculosis UDP-galactopyranose mutase. purified UGM, fluorescence polarization probe displacement. inhibition, % at 10 µM. hit rate 0.06% among 320,000. P9WIQ1; in the data active means inhibition above about 10%, passing the limit was not always enough; inconclusive means no clear call, values can overlap the other calls
# Target sequence (P9WIQ1 whole entry, looked up): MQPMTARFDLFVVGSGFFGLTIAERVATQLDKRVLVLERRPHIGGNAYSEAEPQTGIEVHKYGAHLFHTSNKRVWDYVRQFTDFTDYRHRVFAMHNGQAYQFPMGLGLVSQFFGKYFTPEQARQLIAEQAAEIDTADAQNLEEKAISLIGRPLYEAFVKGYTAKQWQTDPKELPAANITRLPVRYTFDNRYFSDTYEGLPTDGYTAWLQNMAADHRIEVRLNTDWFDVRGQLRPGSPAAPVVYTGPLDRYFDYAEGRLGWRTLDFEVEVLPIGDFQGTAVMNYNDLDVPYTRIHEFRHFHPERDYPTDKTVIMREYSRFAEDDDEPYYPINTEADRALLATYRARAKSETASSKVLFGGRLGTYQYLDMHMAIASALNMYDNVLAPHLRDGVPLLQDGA
# FadD28 binding: inhibitors of Mycobacterium tuberculosis FadD28 bisubstrate binding; FadD28 bisubstrate probe binding, fluorescence polarization; inhibition, % at 12.5 µM; hit rate 0.22% among 360,000; in the data active means inhibition above about 8.5%, passing the limit was not always enough; inconclusive means no clear call, values can overlap the other calls
# GDH-TPI counter: counter-screen for M. tuberculosis FBA inhibitors: GDH-TPI coupled enzymes | GDH-TPI coupled enzyme counterscreen, NADH absorbance | inhibition, % at 4.8 µM | hit rate 1.2% among 360,000;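 further: 0% = DMSO wells and 100% = wells lacking the enzyme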
# * hit, by the source's call; ? = inconclusive; · = not tested or not shown. Unless noted, no stated cut-off is given here; in the data, active means inhibition above about 30%; inactive means the rest.
1. CC[C@]12c3[nH]c4cc(CCC(=O)N(C)C)ccc4c3CCN1C(=O)[C@@H](CC(=O)NC/C=C(\C)CCC=C(C)C)C[C@@H]2C(=O)N1CCN(C(=O)C2CC2)CC1
2. Cc1c(NC(=O)c2cccc(NC(=O)Cc3ccccc3F)c2)c(=O)n(-c2ccccc2)n1C
3. Cc1cccc(C)c1NC(=O)Cn1c(=O)n(CCCC(=O)NCc2ccco2)c(=O)c2sccc21
4. O=C(NCc1ccccc1C(F)(F)F)c1cccc2c1C(=O)c1ccc(N3CCOCC3)cc1S2(=O)=O
5. CC(=O)C(=Cc1ccc(Cl)cc1)C(=O)c1ccccc1
6. CCCOc1ccc(C(=O)N2CCN(c3ccc(NC(=O)CC)cc3Cl)CC2)cc1
7. CC(NC(=O)Cc1ccc(NS(=O)(=O)c2cccc(C(F)(F)F)c2)cc1)c1ccccn1 (configuration not stated)
8. O=C(NCc1ccccc1)Nc1cccn(Cc2ccccc2)c1=O

compound no.,1,2,3,4,5,6,7,8
FBA Mtb inh,0,6,-1,-1,1,-1,5,13
GDH-TPI counter,-8,10,-8,12,·,2,3,0
BoNT-F LC inh,0,-16,-7,3,-6,-4,-30,-1
PrPC surface inh,10,-6,5,-9,-3,-1,5,10
FadD28 binding,-3.8,-1.3,-2.1,-0.2,-2.5,-1.8,-2.4,0.2
CCHFV vOTU inh,4,9,-17,-3,0,-5,14,12
BoNT-A LC inh2,-0.4,-0.9,-6.5,0.3,-0.6,?,1.0,-0.1
BioA inh,1.4,1.7,·,-3.8,·,1.1,-1.3,-0.3
UGM FP inh,·,-1.9,0.5,1.2,·,-0.7,-0.3,0.7

9. CCOC(=O)C1=C(C)NC(c2cccs2)C(=O)N1 (configuration not stated)
10. Cc1cc(NC(=O)CSc2ncc(C(F)(F)F)cc2Cl)no1
11. O=C(Cc1cccc(NC(=O)C2CCN(S(=O)(=O)c3cccc([N+](=O)[O-])c3)CC2)c1)Nc1cccc(C(=O)N2CCCCC2)c1
12. Cc1ccc(CNC(=O)NC2CCCCC2)cc1
13. CC(C#N)Sc1nnc(-c2ccccc2F)n1C1CC1 (configuration not stated)
14. Cc1ccccc1CNCCCSc1ncccn1
15. CCn1c(CN2CCN(c3ccc(OC)cc3)CC2)nc2cc(S(=O)(=O)N(C)C)ccc21
16. N=C1C(c2ccc(Br)cc2)=C(O)C2CCc3ccccc3N12 (configuration not stated)

compound no.,9,10,11,12,13,14,15,16
FBA Mtb inh,1,-1,-3,3,-1,2,-2,0
GDH-TPI counter,0,4,0,2,7,7,-7,-2
BoNT-F LC inh,0,-8,-6,-4,-1,-12,-27,1
PrPC surface inh,-2,-8,-9,0,3,-3,6,-3
FadD28 binding,1.3,-1.2,-1.3,-2.0,-2.4,0.1,-0.1,-0.1
CCHFV vOTU inh,4,16,-1,0,10,-6,-13,-11
BoNT-A LC inh2,0.8,-0.1,0.0,-0.5,3.3,0.7,-1.8,-0.6
BioA inh,·,-2.4,-1.9,1.0,0.1,0.4,1.1,7.3
UGM FP inh,1.4,0.2,·,-2.1,-3.1,0.8,3.7,-2.6

17. O=C(CSc1nnc(NC(=O)c2ccco2)s1)NC1CCCC1
18. C[C@H](CO)N1C[C@H](C)[C@@H](CN(C)C(=O)Nc2ccc(C(F)(F)F)cc2)Oc2c(NC(=O)Nc3ccc(C(F)(F)F)cc3)cccc2C1=O
19. c1ccc(-c2csc(CN3CCCCC3)n2)cc1
20. O=C(NCc1ccc2c(c1)OCO2)C1CCN(S(=O)(=O)N2CCOCC2)CC1
21. CN(C)C(=O)c1nc2ccc(Cl)cn2c1CNCc1ccccc1OC(F)(F)F
22. COc1ccc(Cl)cc1-c1cc(C(=O)Nc2ccc(C(C)(C)C)cc2)[nH]n1
23. Cn1cnc2cc(NC(=O)c3ccc(Cl)cc3)ccc21
24. CCOc1ccc(Nc2nc(NCC3CCCO3)c3ccccc3n2)cc1 (configuration not stated)

compound no.,17,18,19,20,21,22,23,24
FBA Mtb inh,-3,2,-4,0,5,2,0,-2
GDH-TPI counter,40*,-3,5,-5,-2,-4,-7,-3
BoNT-F LC inh,-3,4,-5,-10,-10,1,-3,-1
PrPC surface inh,-2,8,4,-6,1,6,4,34*
FadD28 binding,-0.9,-5.0,-3.2,-3.0,-1.4,0.8,-1.2,-3.6
CCHFV vOTU inh,-4,8,-13,12,-2,12,9,10
BoNT-A LC inh2,1.1,0.4,0.4,-0.5,-0.2,0.1,-0.5,-0.1
BioA inh,-0.8,-3.6,0.9,-0.1,-3.3,0.2,1.3,·
UGM FP inh,0.0,2.9,·,-2.6,-1.5,·,2.0,-0.2

25. COc1cccc(CN(C)C(=O)c2ccc(S(=O)(=O)Nc3ccccc3C)cc2)c1OC
26. CCOCCCNC(=O)c1ccc2c(c1)ncn2-c1cccc(C)c1
27. COc1ccc(C2=CC(=O)C[C@H](COCc3ccccc3)N(C(=O)OC(C)(C)C)O2)cc1
28. COCCN1Cc2cc3cc(C)ccc3nc2SC1=Nc1cccc(OC)c1
29. COc1ccc(OCc2nn[nH]n2)cc1
30. CC(C)NC(=O)Cc1ccc(Br)cc1
31. O=C(c1ccccc1)N1CCC(c2nc3c(nnn3Cc3ccco3)c(=O)[nH]2)CC1
32. COc1ccc(N2CCN(CCCn3ccc(NC(=O)OCc4ccccc4)nc3=O)CC2)cc1

compound no.,25,26,27,28,29,30,31,32
FBA Mtb inh,-1,1,2,2,0,-3,3,1
GDH-TPI counter,3,-4,12,6,-1,-6,15,-8
BoNT-F LC inh,-6,6,-13,-7,?,12,-12,-5
PrPC surface inh,2,-4,10,-2,0,-5,0,-5
FadD28 binding,-0.5,-0.5,0.2,-2.3,0.2,-3.8,0.7,0.0
CCHFV vOTU inh,-3,-5,22,7,-6,-13,-5,-14
BoNT-A LC inh2,-0.8,0.5,-0.5,-0.5,0.3,0.7,-0.5,-0.3
BioA inh,-0.1,0.2,-1.8,·,-1.5,·,27,-0.5
UGM FP inh,·,3.5,·,1.8,2.4,-0.5,·,·

33. CC(C)NC(=O)c1ccccc1NC(=O)C1COc2ccccc2O1 (configuration not stated)
34. CCCC(c1nnnn1C1CCCC1)N1CCN(c2ccccc2F)CC1 (configuration not stated)
35. CC(/C=N/NC(=O)Cc1cccs1)=C\c1ccccc1
36. Fc1ccccc1COc1ccc(/C=N/NC(=S)NCc2ccccc2)cc1
37. CCOc1ccc(C(=S)NC2CCCCC2)cc1OC
38. COc1ccc(CCNC(=O)C2CCN(S(=O)(=O)c3ccc(C)cc3)CC2)cc1
39. CCOC(=O)C1=C(C)Nc2ncnn2C1c1cc(Br)ccc1F (configuration not stated)
40. CCCCCC(=O)N1C[C@H](n2cc(COC(=O)c3ccccc3)nn2)[C@@H](O)C[C@@H]1c1ccc(Cl)cc1

compound no.,33,34,35,36,37,38,39,40
FBA Mtb inh,-5,-1,-6,2,-1,-2,1,-1
GDH-TPI counter,-2,-1,12,25,11,0,2,-1
BoNT-F LC inh,-2,-13,-7,-10,1,-13,-3,-6
PrPC surface inh,5,15,1,-4,-2,0,-4,2
FadD28 binding,1.2,-1.4,-1.6,-0.8,0.3,-0.9,-2.1,-2.0
CCHFV vOTU inh,16,9,8,-3,0,-6,-3,11
BoNT-A LC inh2,-0.7,0.2,-0.6,-1.1,0.7,-4.6,-0.3,-0.3
BioA inh,-2.5,2.2,-1.1,-2.4,0.7,-3.1,·,-3.0
UGM FP inh,-1.9,5.1,-0.6,0.0,4.0,2.7,?,·

41. Cc1cc(NS(=O)(=O)c2ccc(NC(=O)C(C(C)C)N3C(=O)c4ccccc4C3=O)cc2)nc(C)n1 (configuration not stated)
42. O=C(C1CCN(S(=O)(=O)c2cccc3nsnc23)CC1)N1CC=C(c2ccccc2)CC1
43. Cc1ccc(-n2c(N)cc(=O)nc2SCC(=O)N2CCN(c3ccccc3)CC2)cc1
44. O=C1c2cccc3cc([N+](=O)[O-])cc(c23)C(=O)N1/N=C/c1ccc(O)cc1O
45. O=C(COc1ccccc1F)OCC(=O)N1CCc2ccccc21
46. O=C(NCC1(N2CCCCC2)CCCCC1)c1cccc(S(=O)(=O)Nc2ccc(F)cc2)c1
47. Cc1ccc(S(=O)(=O)N(CC(=O)N2CCOCC2)CC(=O)N2CCOCC2)cc1
48. COc1ccccc1-n1c(=O)oc2ccc(Cl)cc2c1=O

compound no.,41,42,43,44,45,46,47,48
FBA Mtb inh,-1,-1,-1,-4,1,0,3,6
GDH-TPI counter,3,8,-2,56*,9,-3,-2,3
BoNT-F LC inh,-3,-3,6,-10,·,-10,-12,9
PrPC surface inh,0,-22,9,-54,-4,-10,7,-2
FadD28 binding,-1.5,-1.1,0.2,-17,-1.1,-2.1,-3.6,-1.5
CCHFV vOTU inh,-11,14,-14,8,3,8,-3,13
BoNT-A LC inh2,1.9,0.6,-0.3,-1.5,·,-0.5,0.1,0.2
BioA inh,-1.8,-1.0,2.9,·,1.8,0.1,0.1,·
UGM FP inh,1.5,0.1,-2.8,3.7,·,-1.3,1.0,-1.1

49. Cc1ccc(OCCC(=O)Nc2ccc(S(=O)(=O)N3CCCC3)cc2)cc1
50. COc1ccccc1NC(=O)CC1C(=O)NCCN1C(=O)Nc1ccc(Cl)c(Cl)c1 (configuration not stated)
51. C/C(=N\NC(=S)NCc1ccccc1)c1ccc(C#N)cc1
52. CCCCCCn1c(O)c(C=Nc2c(C)n(C)n(-c3ccccc3)c2=O)c(=O)[nH]c1=O
53. CN(CC(=O)Nc1ccc(F)cc1)C(=O)COC(=O)/C=C/c1cccs1
54. O=C(CCC(=O)OCC(=O)c1ccc(-c2ccccc2)cc1)Nc1cccc(Cl)c1
55. O=C(CN1CCCCCC1)Nc1ccccc1F
56. O=[N+]([O-])c1cccc(S(=O)(=O)N2CCCCC2)c1

compound no.,49,50,51,52,53,54,55,56
FBA Mtb inh,0,-8,-4,3,-2,2,-3,2
GDH-TPI counter,-1,13,6,25,10,10,-1,-7
BoNT-F LC inh,-1,-24,2,-1,3,·,-5,24
PrPC surface inh,3,2,-1,6,7,4,-6,-5
FadD28 binding,-0.9,-5.7,-0.5,1.0,-0.9,-2.6,-0.8,-1.2
CCHFV vOTU inh,2,1,-4,-4,19,2,-1,-4
BoNT-A LC inh2,-0.9,-1.5,-0.8,-0.2,3.6,·,0.0,-0.1
BioA inh,-2.6,5.0,·,-0.9,-1.5,·,0.4,-0.3
UGM FP inh,·,4.7,1.7,-0.2,1.2,-0.6,-0.4,-0.8

57. CCOC(=O)N1CCN(c2nc3ccccc3n3cnnc23)CC1
58. CSCCC(NC(=O)c1ccccc1Br)C(=O)NNC(=O)c1ccncc1 (configuration not stated)
59. COc1ccc(CCNCC(=O)N2C(C)CCCC2C)cc1OC (configuration not stated)
60. COc1c2occc2c(OC)c2c(=O)cc(C)oc12
61. N#Cc1ccc2nc(-c3ccc(CN4CCC(n5c(=O)[nH]c6ccccc65)CC4)cc3)c(-c3ccccc3)nc2c1
62. Cn1c(S(=O)(=O)Cc2ccc(Cl)cc2)nc2ccccc21
63. O=S(=O)(Nc1nc2c(s1)CCCC2)c1ccc(F)cc1
64. COc1ccc(C(=O)Nc2ccc(NC(=O)C3CC3)cn2)cc1

compound no.,57,58,59,60,61,62,63,64
FBA Mtb inh,2,-1,0,-1,·,2,1,1
GDH-TPI counter,8,5,2,5,·,1,-7,-1
BoNT-F LC inh,2,6,-4,1,-13,-5,-15,1
PrPC surface inh,0,-2,-5,-4,-5,7,11,5
FadD28 binding,-2.2,-0.7,0.1,1.1,·,-0.4,-1.7,-3.5
CCHFV vOTU inh,1,-7,-4,9,-5,4,-4,5
BoNT-A LC inh2,0.3,2.5,0.0,-0.1,-1.5,0.9,-0.8,1.8
BioA inh,·,-0.9,·,-1.7,·,-1.8,-0.6,0.2
UGM FP inh,0.6,0.3,-0.2,0.9,·,-4.2,1.9,0.5

# Quoted at random: 3 records from the list.
64. COc1ccc(C(=O)Nc2ccc(NC(=O)C3CC3)cn2)cc1
60. COc1c2occc2c(OC)c2c(=O)cc(C)oc12
58. CSCCC(NC(=O)c1ccccc1Br)C(=O)NNC(=O)c1ccncc1 (configuration not stated)

compound no.,64,60,58
FBA Mtb inh,1,-1,-1
GDH-TPI counter,-1,5,5
BoNT-F LC inh,1,1,6
PrPC surface inh,5,-4,-2
FadD28 binding,-3.5,1.1,-0.7
CCHFV vOTU inh,5,9,-7
BoNT-A LC inh2,1.8,-0.1,2.5
BioA inh,0.2,-1.7,-0.9
UGM FP inh,0.5,0.9,0.3
